# esBAF inh – Bmi1 luciferase reporter increase in mESCs, primary screen, esBAF inhibitor project, mouse ES cells, Bmi1 luciferase knock-in, single point. AID 602393, 2012. reporter increase, % at 12.5 µM. 24 h; 100% = twice the neutral-well signal. actives 2% (n = 350,000); in the data active = activation above about 40%;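 also: 0% = median of the plate's neutral control wells and 100% = double that signal; a rise in the Bmi1 reporter signal indicates esBAF inhibition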
# Xi reactivation – activators of inactive X chromosome reactivation, primary screen, imaging, XiGFP fibroblasts, GFP high-content imaging, set 2. XiGFP mouse fibroblasts, % GFP-positive cells imaging, 3 d; cells co-treated with 5-aza-dC sensitizer; scaled so ellipticine positive control = 100%. activation, % at 7.58 µM. actives 0.055% (n = 360,000). AID 743238, 2013;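 active = mean normalized replicate activation at least 10% and every replicate at or above 10%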;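 also: 0% = median of on-plate neutral control wells and 100% = ellipticine 6 µM median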
#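 System: SV40-immortalized XiGFP fibroblast cells, line 68-5-11 / Incubation: 3-day compound exposure, then 15 min fixation at room temperature / Compound: single concentration per compound, delivered by pin transfer / Buffer or medium: DMEM plus 5-aza-dC sensitizer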
# F508del corr – F508del CFTR correction, initial screen, CFBE line, single point | activity (quench increase), % at 7.58 µM | CFBE cells, YFP halide quenching; stimulated with forskolin plus potentiator P3; % fluorescence drop versus neutral controls | actives 0.36% (n = 350,000);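 active = mean added fluorescence quench of at least 8% versus neutral control, with both replicates also reaching 8%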;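 also: cells transiently co-express mutant CFTR-F508del with the halide-sensitive YFP; corrector assay measuring rescue of mutant channel to the surface after 24 h compound exposure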
# ERAP1 HTS inh – human ERAP1 aminopeptidase inhibitors, primary screen, biochemical, single point, plate reader. AID 652197, 2013. actives 0.15% (n = 340,000). recombinant ERAP1, Leu-AMC fluorescence, 60 min. inhibition, % at 10.7 µM. Endoplasmic reticulum aminopeptidase 1 (Homo sapiens), Q9NZ08;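 active = mean replicate inhibition of at least 30%, or all replicates individually reaching that 30% level; inactive = mean below 30% and not every replicate reaching it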;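 also: 0% = neutral control wells and 100% = L-leucinethiol positive control wells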
# RAD54 branch – inhibitors of human RAD54 branch migration, primary screen, biochemical, fluorescence, single point; DNA repair and recombination protein RAD54-like (Homo sapiens), Q92698; RAD54 Holliday junction branch migration, FAM/BHQ fluorescence; inhibition, % at 10.4 µM; actives 0.14% (n = 360,000);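 active = mean normalized replicate activity at least 40 and at least half of replicates scoring 40 or more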;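 also: 0% = median of neutral control wells and 100% = median of positive control wells; inhibitors cause a drop in the FAM fluorescence signal; in these data hits start at about 50%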
# Target sequence (Q92698 whole entry, looked up): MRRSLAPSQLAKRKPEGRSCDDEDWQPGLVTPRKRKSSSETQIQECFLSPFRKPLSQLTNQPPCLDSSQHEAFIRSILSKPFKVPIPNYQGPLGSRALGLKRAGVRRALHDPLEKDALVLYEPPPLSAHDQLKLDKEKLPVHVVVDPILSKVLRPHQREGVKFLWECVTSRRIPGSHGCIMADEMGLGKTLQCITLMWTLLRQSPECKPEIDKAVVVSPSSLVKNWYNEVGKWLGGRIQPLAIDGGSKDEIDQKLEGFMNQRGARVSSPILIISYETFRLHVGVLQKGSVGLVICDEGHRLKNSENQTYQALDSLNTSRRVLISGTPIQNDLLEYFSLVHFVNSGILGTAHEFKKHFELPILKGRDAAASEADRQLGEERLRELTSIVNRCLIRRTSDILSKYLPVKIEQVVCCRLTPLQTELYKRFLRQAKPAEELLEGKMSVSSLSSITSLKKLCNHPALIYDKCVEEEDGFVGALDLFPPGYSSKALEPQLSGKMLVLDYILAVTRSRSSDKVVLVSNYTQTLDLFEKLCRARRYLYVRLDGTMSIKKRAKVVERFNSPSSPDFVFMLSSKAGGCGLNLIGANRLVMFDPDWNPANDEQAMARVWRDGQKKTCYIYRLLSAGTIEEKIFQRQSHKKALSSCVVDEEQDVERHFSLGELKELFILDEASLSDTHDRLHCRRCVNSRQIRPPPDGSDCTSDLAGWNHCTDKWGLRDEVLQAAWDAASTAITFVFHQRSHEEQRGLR
# INS-1E GSIS act – GLuc luminescence reporter in INS-1E cells, primary screen for activators of glucose-dependent secretion of insulin; actives 0.61% (n = 370,000); AID 743287, 2014; activation, % at 16.6 µM; INS-1E GLuc reporter insulin secretion, 2-3 h;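 active = lowest replicate activation of at least 40%, so every replicate reaches that level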;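 also: 0% = median of neutral control wells and 100% = median of IBMX positive control wells; some compounds called inactive have numbers as strong as hits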
# RAD52 inh – RAD52 DNA annealing inhibitors, primary screen, biochemical, FRET, single point, set 2. DNA repair protein RAD52 homolog (Homo sapiens), P43351. recombinant RAD52 DNA annealing, FRET fluorescence. inhibition, % at 18.7 µM. actives 0.46% (n = 360,000). AID 651710, 2012;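 active = every replicate showing at least 50% inhibition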
# ARNT TACC3 PPI – disruptors of ARNT/TACC3 protein interaction, primary screen, biochemical, AlphaScreen, single concentration; AlphaScreen His-ARNT PAS-B/GST-TACC3 binding, luminescence; TACC3 fragment carries E629A point mutation; inhibition, % at 9.99 µM; AID 623870, 2012; actives 0.66% (n = 390,000);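 active = mean inhibition of replicates at least 50% and at least half of replicates each reaching 50%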;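 also: 0% = complete ARNT plus TACC3 wells and 100% = ARNT alone without TACC3; many hits fall short of the cut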
# An asterisk follows results filed as active; x = no result given.
# Start of the listing, in advance:
SMILES,esBAF inh,Xi reactivation,F508del corr,ERAP1 HTS inh,RAD54 branch,INS-1E GSIS act,RAD52 inh,ARNT TACC3 PPI
Cc1ccc(S(=O)(=O)N2CCC(=O)N(CCOC(=O)Nc3ccc(C)c(C)c3)CC2)cc1,9,-0.2,0.8,0,-7,-35,3,-7
Cc1ccc(S(=O)(=O)Nc2ccc3c(c2)C(=O)N([C@@H](C)CO)C[C@@H](C)[C@@H](CN(C)S(=O)(=O)c2ccccc2)O3)cc1,-2,-0.8,-1.7,2,1,-31,-32,-3
O=C(CCCN1C(=O)c2ccccc2C1=O)N1CCOCC1,x,0.0,0.7,0,x,17,-12,-10
O=C(Nc1ccc2c(c1)[C@@H]1C[C@@H](CC(=O)N3CCOCC3)O[C@H](CO)[C@@H]1O2)C1CCOCC1,-6,0.2,0.1,-1,3,4,1,-7
Nc1ccccc1-n1cccc1,x,0.0,-2.3,x,0,-15,-10,-11
COc1ccc(CCN(C)C(=O)COC(=O)/C=C/c2ccc(C)o2)cc1OC,-9,-0.1,1.2,3,-8,-2,-21,-1
CCC(=O)N1CC2(C1)[C@H](c1ccccc1)[C@H](CO)N2CC1CCCC1,x,0.3,-1.7,-3,x,-26,-32,x
CCCCCC1CCC(C(=O)N2CCOCC2)CC1 (stereo not given),-1,0.0,-1.9,-2,1,22,8,-1
CCCCNC(=O)Cn1cnc([N+](=O)[O-])n1,-2,0.0,1.3,3,2,5,-11,x
Cc1ccc(-n2nnnc2SCC(=O)NCC2(N3CCCCC3)CCCCC2)c(C)c1,-11,0.2,1.2,3,2,-5,-16,4

# The list itself, previewed entries included:
SMILES,esBAF inh,Xi reactivation,F508del corr,ERAP1 HTS inh,RAD54 branch,INS-1E GSIS act,RAD52 inh,ARNT TACC3 PPI
Cc1ccc(S(=O)(=O)N2CCC(=O)N(CCOC(=O)Nc3ccc(C)c(C)c3)CC2)cc1,9,-0.2,0.8,0,-7,-35,3,-7
Cc1ccc(S(=O)(=O)Nc2ccc3c(c2)C(=O)N([C@@H](C)CO)C[C@@H](C)[C@@H](CN(C)S(=O)(=O)c2ccccc2)O3)cc1,-2,-0.8,-1.7,2,1,-31,-32,-3
O=C(CCCN1C(=O)c2ccccc2C1=O)N1CCOCC1,x,0.0,0.7,0,x,17,-12,-10
O=C(Nc1ccc2c(c1)[C@@H]1C[C@@H](CC(=O)N3CCOCC3)O[C@H](CO)[C@@H]1O2)C1CCOCC1,-6,0.2,0.1,-1,3,4,1,-7
Nc1ccccc1-n1cccc1,x,0.0,-2.3,x,0,-15,-10,-11
COc1ccc(CCN(C)C(=O)COC(=O)/C=C/c2ccc(C)o2)cc1OC,-9,-0.1,1.2,3,-8,-2,-21,-1
CCC(=O)N1CC2(C1)[C@H](c1ccccc1)[C@H](CO)N2CC1CCCC1,x,0.3,-1.7,-3,x,-26,-32,x
CCCCCC1CCC(C(=O)N2CCOCC2)CC1 (stereo not given),-1,0.0,-1.9,-2,1,22,8,-1
CCCCNC(=O)Cn1cnc([N+](=O)[O-])n1,-2,0.0,1.3,3,2,5,-11,x
Cc1ccc(-n2nnnc2SCC(=O)NCC2(N3CCCCC3)CCCCC2)c(C)c1,-11,0.2,1.2,3,2,-5,-16,4
CC=Cc1ccc2n(c1=O)C[C@H]1[C@H](CO)[C@@H](C(=O)NCC3CC3)N(Cc3ccccc3)[C@@H]21 (mixture of isomers),0,0.7,-0.2,-1,1,-8,-44,9
COc1ccccc1-c1ccc2n(c1=O)C[C@@H]1[C@@H](CO)[C@H](C(=O)NCc3ccccc3Cl)N[C@H]21,6,0.1,x,0,4,-2,3,7
Cc1c(C)c2ccc(OCC(=O)NCc3ccccn3)cc2oc1=O,5,0.0,-2.9,2,6,25,-12,-1
N#Cc1cc(Cl)c(NCC2CCCO2)cc1C#N (stereo not given),3,0.0,-0.2,-1,-11,16,-11,-13
CC(C)CNC(=O)C1CCN(S(=O)(=O)c2ccc(-n3cnnn3)cc2)CC1,-4,0.0,-1.1,-1,-8,2,-8,-17
Cc1cccnc1,-6,x,-1.3,-5,-3,12,-5,x
C[C@@H]1CCCCO[C@@H](CN(C)Cc2ccc(Cl)c(Cl)c2)[C@@H](C)CN([C@H](C)CO)C(=O)c2cc(NS(C)(=O)=O)ccc2O1,-1,-0.3,2.1,0,4,-6,-10,-5
COC(=O)[C@H]1[C@H](CO)[C@H]2Cn3c(ccc(C4=CCCC4)c3=O)[C@H]2N1C(=O)C1CC1,-4,-0.1,-0.1,-15,-7,4,-20,-8
C[C@@H]1CN([C@@H](C)CO)C(=O)c2cccc(NC(=O)Nc3ccccc3)c2O[C@@H]1CN(C)Cc1ccc(Cl)c(Cl)c1,8,-1.1,-2.5,2,12,-21,-17,21
COCCNC(=O)/C(C#N)=C/c1ccc2c(c1)OCO2,-1,0.0,-2.2,6,x,9,-8,-5
O=C(C[C@H]1C=C[C@@H](NC(=O)Nc2cc(F)ccc2F)[C@@H](CO)O1)NCc1ccncn1,4,0.1,-5.7,1,-2,6,-14,-8
Cc1ccc(C(=O)CC(SCC(=O)O)c2ccc([N+](=O)[O-])cc2)cc1 (stereo not given),x,0.0,-0.7,3,x,2,-24,25
CC1(C)CC(NC(=O)Nc2ccc([N+](=O)[O-])cc2)CC(C)(C)N1,-8,-0.1,-0.6,0,0,-2,-6,-1
CC=Cc1ccc2n(c1=O)C[C@H]1[C@H](CO)[C@@H](C(=O)NC3CCC3)N(CC)[C@@H]21 (mixture of isomers),-1,0.0,4.8,x,-19,-6,-7,x
CNC[C@H]1Oc2cc(C#Cc3ccc(OC)cc3)ccc2S(=O)(=O)N([C@@H](C)CO)C[C@@H]1C,-2,0.8,-2.2,-1,2,3,52*,9

# Later entries.
SMILES,esBAF inh,Xi reactivation,F508del corr,ERAP1 HTS inh,RAD54 branch,INS-1E GSIS act,RAD52 inh,ARNT TACC3 PPI
CCOC(=O)C(=CNc1cscc1S(=O)(=O)C(C)C)C(=O)OCC,x,0.1,-1.4,7,x,1,-10,4
O=C(NCc1ccccc1Cl)[C@H]1CCCN1C(=O)[C@H]1CCCN1,x,-0.1,1.4,2,x,24,-5,x
O=P(OC1CCCCC1)(OC1CCCCC1)C(Nc1ccccc1)c1cccnc1 (stereo not given),-7,0.0,2.4,-3,-23,-28,-11,-2
O=C(N[C@H]1CC[C@@H](CCNS(=O)(=O)c2ccc(F)cc2)O[C@H]1CO)C1CCOCC1,2,-0.3,2.1,-5,5,20,8,3
O=C(O)/C=C/c1cn(-c2ccccc2)nc1-c1ccc2c(c1)OCCO2,7,-0.1,1.0,3,x,12,-24,-4
Cc1ccc(N2CC(C(=O)O)CC2=O)cc1 (stereo not given),x,0.0,-0.5,1,x,1,-17,-2
Cc1cccc(Nc2nc(NCc3ccco3)c3ccccc3n2)c1,x,0.0,0.4,2,x,x,-2,6
C[C@@H]1CN([C@H](C)CO)S(=O)(=O)c2ccc(C3=CCCC3)cc2O[C@H]1CN(C)C(=O)c1ccccc1,-4,-0.2,0.1,0,3,-5,6,-6
CCOC(=O)C(CCC(C)=O)C(=O)c1ccccc1 (stereo not given),-3,0.0,-1.5,-2,-1,-6,-1,1
CN1OC2C(=O)N(c3ccccc3)C(=O)C2C1c1ccc(F)cc1 (stereo not given),-1,x,x,x,1,-1,x,-3
COc1ccc(CN(C)C[C@@H]2OCCCC[C@@H](C)Oc3ccc(NS(=O)(=O)c4c(C)noc4C)cc3C(=O)N([C@@H](C)CO)C[C@H]2C)cc1,-5,-0.1,1.5,x,-3,18,x,-4
Cc1nc(C(C)N(C)Cc2nc(Cc3ccccc3F)no2)c(C)s1 (stereo not given),5,0.0,-1.0,-1,-4,-3,3,-2
COc1cc(CNC(C)(C)C)cc(Br)c1OCc1cccs1,x,0.0,x,x,2,9,x,38
CCN(CC(=O)Nc1c(F)cccc1F)C(=O)C1CC(=O)N(CCc2ccccc2)C1 (stereo not given),x,-0.1,-0.1,2,x,-2,-10,-3
CC(C)C[C@H]1CNC(=O)C(=O)N1CC1CCN(CCc2ccc(-c3ccccc3)cc2)CC1,-6,0.0,0.7,x,2,-3,-8,1
CCCNC(=O)NC(=O)CN1C(=O)NC(C)(c2ccc3ccccc3c2)C1=O (stereo not given),-3,-0.1,4.2,3,-8,-2,5,9
CCN1CCN(c2cc(C)c3cc(NC(=O)c4cc(OC)cc(OC)c4)ccc3n2)CC1,12,-0.1,-3.2,1,34,16,55*,12
CCCC(=O)Nc1ccc2c(c1)C(=O)N(C)C[C@H](OC)[C@@H](C)CN(C(=O)c1cccnc1)[C@H](C)CO2,-5,0.0,-0.6,-1,-9,1,-8,-16
Cc1noc(C)c1NC(=O)N(C)C[C@H]1Oc2ccc(NC(=O)CCCN(C)C)cc2CC(=O)N([C@@H](C)CO)C[C@@H]1C,-4,0.0,-0.2,0,6,24,8,-42
COC(=O)[C@]12CCCCC=C1N(Cc1ccc3c(c1)OCO3)C(=O)[C@H](CC(=O)NCc1cccc(C(F)(F)F)c1)C2,x,0.2,0.4,-1,x,x,-12,x
Cc1ccnc(-n2c(C)cc(C=O)c2C)c1,x,0.2,x,3,x,7,-15,2
C/C=C/c1ccc([C@H]2[C@@H](CO)N(CCC)[C@H]2CNC(=O)CN2CCOCC2)cc1,x,0.2,0.3,-5,x,-2,7,x
C[C@H]1CN([C@@H](C)CO)C(=O)c2cc(NS(C)(=O)=O)ccc2O[C@H]1CN(C)C(=O)Nc1ccc2c(c1)OCO2,1,0.0,-0.8,-1,1,9,17,-43
COc1ccc(N2CCN(CC(=O)NC(C)c3ccccc3)CC2)cc1 (stereo not given),-4,-0.1,-2.8,-3,1,5,-12,-1
C[C@@H]1CCCCO[C@H](CN(C)C(=O)c2ccccc2)[C@H](C)CN([C@@H](C)CO)C(=O)c2cc(NS(=O)(=O)c3ccc(Cl)cc3)ccc2O1,1,0.3,0.3,1,0,-28,11,-3
Cc1cc(OCC(=O)N(C)c2c(N)n(Cc3ccccc3)c(=O)[nH]c2=O)c(C(C)C)cc1Cl,1,-0.1,-7.1,-3,x,1,-18,1
CN[C@H]1C[C@H]2c3cc(N4CCN(C)CC4)ccc3CCN2C(=O)[C@H]1[C@H](C)O,-7,0.2,1.5,2,-1,x,15,x
COCc1ccc(C(=O)N2CCCC(C(=O)c3ccc(SC)cc3)C2)o1 (stereo not given),6,0.0,-0.6,-2,-6,0,-7,-5
C=CCn1c(C)cc(-c2csc(NCC)n2)c1C,-1,-0.1,4.5,2,x,2,-40,-1
COc1cccc(C(=O)NCCNC(=O)c2cnccn2)c1,-4,0.1,-2.1,-2,6,7,-23,9

# Bioassay records from PubChem BioAssay.
